Imprint erasure: qHTS Assay for Compounds that Induce Erasure of Genomic Imprints | mouse ES Peg3-LacZ reporter, beta-gal luminescence, 40 h | Potency, µM (series often up to 60.7 µM), for inactives: at the top dose activity change, positive = activation, hits mostly activators | hit rate 0.02% among 110,000 | AID 1948, 2009;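 also: 0% = negative control wells on the plate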
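Imprint erasure is scored as LacZ activity from the silenced maternal Peg3 allele in feeder-free female ES cells cultured 40 h with LIF. Luminescence is normalized to in-plate negative controls and fitted to the Hill equation.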
p53ts 39C tox: qHTS Screen for Compounds that Selectively Target Cancer Cells with p53 Mutations: Cytotoxicity of p53ts Cells at the Nonpermissive Temperature | H1299-p53A138V viability at 39C, ATP luminescence, 24 h | Potency, µM (doses to about 46.1 µM), for the others: top-dose activity change, negative = cell killing, hits mostly cytotoxic | hit rate 1.5% among 130,000 | AID 902, 2007; also: nearly all actives have a fitted effect of over 55% in size
p53ts 32C kill: qHTS Screen for Compounds that Selectively Target Cancer Cells with p53 Mutations: Cytotoxicity of p53ts Cells at the Permissive Temperature | H1299-p53A138V at 32C, ATP luminescence viability, 24 h | Potency, µM (top dose mostly 46.1 µM), without a hit: at the top dose activity change, negative = cytotoxicity, usual class: cytotoxic | hit rate 0.93% among 130,000 | AID 924, 2007;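 also: 0% = DMSO and -100% = full killing by reference compound; nearly all actives have a fitted effect of over 55% in size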
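H1299-p53 A138V cells (temperature-sensitive p53) exposed 24 h to up to 46 uM compound at 32C, where p53 is wild-type in conformation. Viability read as ATP luminescence and normalised to DMSO and 100 uM tamoxifen. AC50 fitted with the Hill equation.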
IkB sig inh: IkB Signaling | Potency, µM (series often up to 57.1 µM), for the others: top-dose IkBa stabilization activation | hit rate 0.04% among 110,000 | ABC-DLBCL IkBa-CBG/CBR dual luciferase ratio, 4 h; response scale: scaled: untreated 0%, proteasome inhibitor 100%; active = well fitted curve in the direction sought with a large enough effect in the signal ratio, not every such curve was filed as active; inconclusive = small, poorly fitted or top-dose-only effect, or a change in a side signal; the % refers to the signal ratio;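 also: the direction sought is a rising ratio; 0% = basal untreated cells and 100% = reference inhibitor full response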
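Luminescence ratio of IκBα-fused green versus native red beetle luciferase in OCI-Ly3 cells, 4 h post-doxycycline with compound; red signal alone, scaled from basal (0%) to zero light (-100%), flagged nonspecific or cytotoxic effects.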
Numbers without * were called inactive; ? = inconclusive; . = not tested or not shown; [ ] = remark or other dose. Unless noted, calls follow the shape of the dose curve; as a rule, active = well fitted curve in the direction sought with a large enough effect; inconclusive = small, poorly fitted or top-dose-only effect, or another doubt; inactive = no such curve, though single readings can be large; an effect the other way counts as inactive or inconclusive. Unless noted, % is scaled to controls: 0 for no effect and ±100 for the full control effect; potency is read from the fitted curve at half-maximal effect.

smiles | Imprint erasure | p53ts 39C tox | p53ts 32C kill | IkB sig inh
CCOC(=O)c1c(NC(=O)C2c3ccccc3Oc3ccccc32)sc2c1CCC(CC)C2 (configuration not stated) | -13%[10.9 µM] | 5% | -9% | 3.3%
CC(=O)c1nn(-c2ccc(OC(F)(F)F)cc2)nc1Nc1ccccc1 | -20%[10.9 µM] | ? | -15% | -0.8%
Cc1nc2ccc(S(=O)(=O)CCC(=O)Nc3ccc(F)cc3C)cc2s1 | -21%[10.9 µM] | -12% | 14% | 0.7%
CCOC(=O)CN(C(=O)CSc1nnc(C)n1-c1ccccc1)c1ccccc1 | -6% | 17% | 6% | 1.0%
COC(=O)C1=C(C)N(c2ccc(C(=O)OC)cc2)C(=O)C1 | -13% | 7% | 4% | 4.6%
Cc1ccc(C)c(S(=O)(=O)c2cnc(SCC(=O)Nc3ccc(F)cc3F)[nH]c2=O)c1 | 6%[10.9 µM] | 16% | 3% | ?
CCn1c(SCC(=O)Nc2ccccc2N2CCCCC2)nc2c1c(=O)n(C)c(=O)n2C | -6% | -11% | -6% | ?
O=C(Cc1ccc(F)cc1)Nc1cccc(-c2nc3cccnc3s2)c1 | -6%[10.9 µM] | 7% | 3% | 0.8%
CCCN(CCC)C(=O)c1c2c(nc3ccccc13)C(=O)N(C1CCCCC1)C2 | -5%[10.9 µM] | -3% | 4% | -1.4%
c1ccc2c(c1)CCN(CCCNc1nc3ccccc3n3cnnc13)C2 | -1% | -13% | -6% | 0.5%
COC(=O)[C@@H]1C[C@@H]2CC[C@@H](O)C[C@@H]2N1Cc1ccc(N2CCN(C)CC2)cc1 | -12% | 21% | 10% | .
CCOc1nc(-c2ccc(C)cc2)ccc1-c1noc(-c2ccccc2F)n1 | 16%[10.9 µM] | -2% | -4% | -1.4%
CC1(C)C(=O)N(CC(=O)Nc2ccc(Cl)cc2)c2ccccc21 | -2%[10.9 µM] | -24% | 2% | ?
O=C(Cn1nnc(-c2ccccc2NC(=O)c2cccs2)n1)Nc1ccccc1 | -11% | ? | ? | ?
CC1CC(=O)c2cnc(NCc3ccco3)nc2C1 (configuration not stated) | -10% | 1% | 1% | 1.4%
CCC(=O)N1c2ccccc2CC1C(=O)NCc1cccc(OC)c1OC (configuration not stated) | -7%[10.9 µM] | -18% | 0% | 1.3%
O=C(CCS(=O)(=O)c1cc(Br)cc2c1N(C(=O)C1CC1)CC2)N1CCN(c2ccccc2)CC1 | 8%[10.9 µM] | 6% | -2% | 1.2%
Clc1ccccc1-c1nnc(COc2ccccc2)o1 | -12%[10.9 µM] | -16% | -6% | -2.1%
COc1ccccc1NC(=O)CCC(=O)O | -4% | 12% | -4% | 6.3%
CCNC(=O)c1c(NC(=O)Cc2coc3cc(C)ccc23)sc2c1CCCC2 | -5%[10.9 µM] | -13% | 2% | -1.4%
CS(=O)(=O)N1CCC(C(=O)N2CCc3ccccc3C2)CC1 | -11% | 6% | 10% | 1.3%
COc1ccc(-n2c(COc3cccc(C)c3)nnc2SCC(=O)NCc2ccco2)cc1 | 1% | -11% | -2% | ?
CCOC(=O)c1ccc(NC(=O)Cn2c(=O)n(-c3ccc(C)cc3)c(=O)c3c2cnn3C)cc1 | -11%[10.9 µM] | 3% | 6% | 2.6%
Cc1ccc(N(CC(=O)N2CCN(c3ccc(F)cc3)CC2)S(=O)(=O)c2c(C)nn(C)c2C)cc1 | -5% | -8% | -12% | 2.2%
CCCCOC(=O)c1ccc(OC(=O)c2sc3ncn(Cc4cccc(F)c4)c(=O)c3c2C)cc1 | -1%[10.9 µM] | 9% | 3% | 2.8%
CO[C@H]1COC(=O)[C@@H](C)COC(=O)[C@@H](OCc2ccccc2)/C=C\[C@@H]1C | . | -7%[9.22 µM] | 4%[9.22 µM] | .
CCc1nc2nc(C)cc(Nc3ccc(OC)cc3)n2n1 | -4%[10.9 µM] | -3% | 9% | -0.6%
Cc1ccc2oc(=O)n(CCCOc3ccccc3)c2c1 | . | -14% | -5% | -1.6%
CCOC(=O)Cn1cc(C(=O)OC)c2ccccc21 | 0% | -3% | -9% | -1.1%
COC1(OC)C(/C=C/c2ccc(Cl)cc2)C(C#N)(C#N)C1(OC)OC (configuration not stated) | . | 113%[activator] | ? | .

More results:
Letters – A = Imprint erasure; B = p53ts 39C tox; C = p53ts 32C kill; D = IkB sig inh
O=C(CN1CCN(C(=O)c2cccs2)CC1)NC1CCCCC1
  A: -9%; B: 13%; C: 3%; D: -0.1%

CCCCC(=O)Nc1cccc2c1C(=O)N(c1ccccc1)C2=O
  A: 0%; B: -14%; C: -5%; D: -5.9%

CN(CC(=O)NCC1CCCO1)S(=O)(=O)c1cc(Cl)ccc1Cl (configuration not stated)
  A: .; B: 2%; C: 5%; D: 1.1%

Cc1nc2ccccc2c(=O)n1NC(=O)Nc1ccccc1
  A: 12%; B: 6%; C: 6%; D: -0.2%

O=C(NCc1ccco1)c1ccc2c(=O)n(CC3CCCO3)c(=S)[nH]c2c1 (configuration not stated)
  A: -11%; B: -7%; C: -16%; D: -0.4%

COc1ccc(C(=O)CN2C3=NCCCN3c3ccccc32)cc1OC
  A: -12%; B: -6%; C: -13%; D: -0.6%

COc1cc(Br)cc2cc(S(=O)(=O)c3ccccc3)c(=O)oc12
  A: 5%[10.9 µM]; B: ?; C: 6%; D: ?

CCOc1cc(C)c(Cl)cc1S(=O)(=O)N(CC)CC
  A: -6%; B: 10%; C: 11%; D: -1.3%

CC(C)[C@H](NC(=O)OCc1ccccc1)C(=O)N[C@H](C=O)Cc1ccccc1
  A: -3%; B: 20%; C: 6%; D: 7.9%

CCCCn1c(Oc2cccc(C(=O)OC)c2)nc2c1c(=O)n(C)c(=O)n2C
  A: -20%[10.9 µM]; B: -2%; C: -1%; D: -1.8%

Further entries:
Letters – A = Imprint erasure; B = p53ts 39C tox; C = p53ts 32C kill; D = IkB sig inh
CCC(C)n1c(SCc2ccc(C(C)(C)C)cc2)nc2ccsc2c1=O (configuration not stated)
  A: -11%[10.9 µM]; B: -20%; C: 7%; D: -0.8%

CC(N=c1ccccn1C(=O)Nc1ccc(Cl)cc1)c1ccco1 (configuration not stated)
  A: -14%; B: 5%; C: -3%; D: -0.3%

Cc1ccccc1CSc1nnc(C)n1N
  A: 2%; B: 6%; C: 1%; D: 0.0%

COCCn1c(=O)c(-c2ccc(F)cc2)nc2cnc(N(C)C)nc21
  A: ?; B: 14%; C: -3%; D: -0.5%[11.4 µM]

N#CCCN1CCN(S(=O)(=O)c2ccc(S(=O)(=O)N3CCOCC3)cc2)CC1
  A: ?; B: 11%; C: 6%; D: 0.3%

CCN1CCN(Cc2ccc(NC(=O)Nc3ccc(SC)cc3)cc2)CC1
  A: -6%; B: 3%; C: 0%; D: 2.0%

CS(=O)(=O)N1CCCC(C(=O)N2CCOCC2)C1 (configuration not stated)
  A: 9%; B: -11%; C: -3%; D: -1.7%

Cc1ccc(CC2CC(=O)N(CCc3ccc4c(c3)OCO4)C2=O)cc1 (configuration not stated)
  A: -11%; B: -9%; C: -9%; D: ?

NC(=O)c1ccccc1NS(=O)(=O)c1cccs1
  A: 3%; B: 4%; C: -1%; D: 0.6%

COc1ccc(-c2cc(=O)oc3c4c(ccc23)OCN(Cc2cccc(OC)c2)C4)cc1
  A: -19%[10.9 µM]; B: -7%; C: 7%; D: 0.3%

Given with two lines to a compound: 2 of the compounds above.
Each structure is followed by: Imprint erasure, p53ts 39C tox, p53ts 32C kill, IkB sig inh
> Cc1ccccc1CSc1nnc(C)n1N
→ 2%, 6%, 1%, 0.0%
> COCCn1c(=O)c(-c2ccc(F)cc2)nc2cnc(N(C)C)nc21
→ ?, 14%, -3%, -0.5%[11.4 µM]

A second format for some results above:
NC(=O)c1ccccc1NS(=O)(=O)c1cccs1
  Imprint erasure = 3%; p53ts 39C tox = 4%; p53ts 32C kill = -1%; IkB sig inh = 0.6%
N#CCCN1CCN(S(=O)(=O)c2ccc(S(=O)(=O)N3CCOCC3)cc2)CC1
  Imprint erasure = ?; p53ts 39C tox = 11%; p53ts 32C kill = 6%; IkB sig inh = 0.3%

(continued)
Letters – A = Imprint erasure; B = p53ts 39C tox; C = p53ts 32C kill; D = IkB sig inh
COC(=O)c1ccc(CSc2nc3c(c(=O)n2-c2ccc(F)cc2)SCC3)o1
  A: -18%; B: 7%; C: 8%; D: 4.3%

Cc1cn2c(nc1=O)OC1C(O)C(COC(=O)c3ccccc3)OC12 (configuration not stated)
  A: -5%; B: -1%; C: -4%; D: 0.7%

N#Cc1cccc(-c2cncnc2NCc2cccs2)c1
  A: ?; B: -5%; C: 0%; D: -0.6%[11.4 µM]

CC(=O)OC1COC(n2ccc3cc([N+](=O)[O-])ccc32)C(OC(C)=O)C1OC(C)=O (configuration not stated)
  A: .; B: 5%; C: -3%; D: .

CCOc1ccccc1CNC(=O)CC(C)n1ccc(C)n1 (configuration not stated)
  A: -8%[10.9 µM]; B: -16%; C: -5%; D: -2.5%

CCOc1ccc2nc(SCC(=O)Nc3ccc(F)cc3)nc(-c3ccccc3)c2c1
  A: -6%[10.9 µM]; B: 10%; C: 6%; D: 0.1%

C=CCOc1ccc(Cl)cc1C(=O)O
  A: -10%; B: 13%; C: -4%; D: -1.6%

COCCCN1C(=O)C(=O)/C(=C(/O)c2ccc(OC(C)C)cc2)C1c1cccnc1 (configuration not stated)
  A: -8%; B: 10%; C: 3%; D: 2.2%

CCOC(=O)c1cccc(NC(=O)CC2C(=O)N(c3ccc(F)cc3)C(=O)N2Cc2cccc(OC)c2)c1 (configuration not stated)
  A: 2%[10.9 µM]; B: -18%; C: -11%; D: ?

C=CCn1c(CC(=O)OC)csc1=Nc1ccc(C(C)=O)cc1
  A: -18%; B: -8%; C: 6%; D: 1.3%

Following part.
Letters – A = Imprint erasure; B = p53ts 39C tox; C = p53ts 32C kill; D = IkB sig inh
COc1ccc(N(CC(=O)Nc2cccc(SC)c2)S(C)(=O)=O)cc1Cl
  A: 1%; B: -6%; C: -4%; D: ?

COCCn1nnnc1C(c1ccc(O)c(OC)c1)N1CCc2ccccc2C1 (configuration not stated)
  A: -14%; B: -1%; C: 1%; D: 3.5%

COc1ccccc1OCC(=O)NCCNC(=O)COc1ccccc1OC
  A: 2%; B: 22%; C: -2%; D: -0.1%

Cc1cc(=O)oc(C)c1C(=O)NCCC(C)C
  A: -12%; B: 13%; C: 4%; D: 0.2%

Part of the list above in a different format:
COCCn1nnnc1C(c1ccc(O)c(OC)c1)N1CCc2ccccc2C1 (configuration not stated)
  Imprint erasure: -14% | p53ts 39C tox: -1% | p53ts 32C kill: 1% | IkB sig inh: 3.5%
COc1ccccc1OCC(=O)NCCNC(=O)COc1ccccc1OC
  Imprint erasure: 2% | p53ts 39C tox: 22% | p53ts 32C kill: -2% | IkB sig inh: -0.1%
Cc1cc(=O)oc(C)c1C(=O)NCCC(C)C
  Imprint erasure: -12% | p53ts 39C tox: 13% | p53ts 32C kill: 4% | IkB sig inh: 0.2%
